# 3T3 cytotox – NIH 3T3 cell cytotoxicity | NIH 3T3 viability, CellTiter-Glo ATP luminescence, 48-72 h | Potency, µM (doses to about 96.7 µM), without a hit: at the highest dose activity change, negative = cytotoxicity, hits mostly inhibitors | 94,000 tested, 4.3% active; note: potency is the fitted concentration of half-maximal effect; nearly all actives have a fitted effect of over 55% in size
#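 Luminescent ATP readout (CellTiter-Glo, 10 min RT) after 48 or 72 hr compound exposure of NIH 3T3 cells seeded at 400 cells/well in 1536-well format; quantitative HTS.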
# HEK293 viab – counter-screen for SNCA expression inhibitors: cell viability; HEK-293-SNCA-luc viability, GF-AFC fluorescence, 24 h; Potency, µM (doses to about 57.1 µM), for the others: at the highest dose activity change, negative = cytotoxicity, actives largely listed as cytotoxic; 150,000 tested, 0.12% active;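 note: potency is the fitted concentration of half-maximal effect; 0% = DMSO-treated cells and -100% = medium-only wells without cells; nearly all actives have a fitted effect of over 30% in size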
#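 HEK-293-SNCA-luc cells (1500/well) plated 24 h, then exposed 24 h to a dilution series; GF-AFC added 30 min at 37C, fluorescence 405/540 nm; normalised to medium-only and DMSO wells, Hill fit.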
# HEK293 tox – cytotoxic compounds in HEK 293 cells | Potency, µM (doses to about 115 µM), for the others: at the highest dose activity change, negative = cytotoxicity, actives largely listed as inhibitors | AID 1345083 | 94,000 tested, 6.6% active | HEK 293 viability, ATP luminescence (CellTiter-Glo), 48-72 h; note: potency is the fitted concentration of half-maximal effect; nearly all actives have a fitted effect of over 60% in size
#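 ATP-coupled CellTiter-Glo luminescence served as viability read-out, recorded 10 min after reagent addition at room temperature. HEK 293 cells, 250 cells/well, had been incubated with pintool-transferred compound for 48 or 72 hr at 37 degree Celsius.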
# GPT2 inh – blocks human glutamate pyruvate transaminase 2. 100,000 tested, 0.25% active. Q8TD30. Potency, µM (top dose mostly 57.7 µM), without a hit: at the highest dose activity change, negative = inhibition, most hits filed as inhibitors. Recombinant GPT2, coupled pyruvate oxidase/HRP Amplex Red fluorescence; note: potency is the fitted concentration of half-maximal effect; nearly all actives have a fitted effect of over 60% in size; many of its hits are not listed in these tables
#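 Recombinant GPT2 (10ng/uL) with 250uM a-KG and 2mM L-alanine, 30 min at room temperature, in HEPES pH 7.5 buffer. Pyruvate detected by pyruvate oxidase/HRP/Amplex Red fluorescence after 30 min in the dark; AOA (50uM) as positive control.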
# IP6K1 inhibitor – blocks human inositol hexakisphosphate kinase 1. 140,000 tested, 0.81% active. IP6K1 kinase, ADP-Glo luminescence, 2 h; stronger effect = lower value. Q92551. activity change, % (series mostly up to about 58 µM); in the data active = activity change below about -25%
# Target sequence (Q92551 whole entry, looked up): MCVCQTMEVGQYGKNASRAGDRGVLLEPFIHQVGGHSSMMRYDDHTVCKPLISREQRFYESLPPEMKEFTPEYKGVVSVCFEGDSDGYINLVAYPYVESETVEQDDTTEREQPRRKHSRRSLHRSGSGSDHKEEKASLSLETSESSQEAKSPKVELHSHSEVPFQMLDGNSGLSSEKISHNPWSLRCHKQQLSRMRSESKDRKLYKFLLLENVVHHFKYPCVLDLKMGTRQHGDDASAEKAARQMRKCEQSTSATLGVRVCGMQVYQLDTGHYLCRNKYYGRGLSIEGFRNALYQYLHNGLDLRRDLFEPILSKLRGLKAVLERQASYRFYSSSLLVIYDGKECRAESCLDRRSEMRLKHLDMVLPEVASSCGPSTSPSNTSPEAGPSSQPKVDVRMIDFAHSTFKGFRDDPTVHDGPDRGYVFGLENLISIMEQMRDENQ
#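 ADP-Glo luminescence measures ADP made by human IP6K1 during a 2 h RT reaction with ATP/IP6 (mix at 1.3 mM/130 uM); top library doses 57.5 and 19.1 uM final.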
# Luciferase inh – Photinus pyralis luciferase inhibition. Potency, µM (doses to about 115 µM), without a hit: top-dose activity change, negative = inhibition, usual class: inhibitors. purified P. pyralis luciferase, luminescence, biochemical. 76,000 tested, 2.5% active. P08659. AID 1347043; note: potency is the fitted concentration of half-maximal effect; nearly all actives have a fitted effect of over 65% in size
# Target sequence (P08659 whole entry, looked up): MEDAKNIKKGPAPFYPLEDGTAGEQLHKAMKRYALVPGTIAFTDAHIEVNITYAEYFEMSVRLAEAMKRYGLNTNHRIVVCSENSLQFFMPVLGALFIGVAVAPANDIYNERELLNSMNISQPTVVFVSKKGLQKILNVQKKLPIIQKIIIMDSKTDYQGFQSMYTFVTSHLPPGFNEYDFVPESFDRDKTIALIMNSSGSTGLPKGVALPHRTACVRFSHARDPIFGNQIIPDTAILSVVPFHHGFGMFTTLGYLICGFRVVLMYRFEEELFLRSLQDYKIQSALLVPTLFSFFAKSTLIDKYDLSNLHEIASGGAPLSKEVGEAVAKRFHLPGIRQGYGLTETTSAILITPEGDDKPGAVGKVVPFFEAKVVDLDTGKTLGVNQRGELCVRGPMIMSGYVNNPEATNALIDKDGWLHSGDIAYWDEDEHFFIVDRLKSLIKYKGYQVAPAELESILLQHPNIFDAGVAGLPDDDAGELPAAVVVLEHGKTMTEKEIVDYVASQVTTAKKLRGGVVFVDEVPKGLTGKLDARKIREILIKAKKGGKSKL
#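 Cell-free enzyme assay, 10nM P. pyralis luciferase, luciferin and ATP each at 10uM. Inhibition profiled over a 6-point titration, read as luminescence.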
# SNCA expr inhib – inhibitors of alpha-synuclein (SNCA) gene expression. HEK-293 SNCA-luciferase knock-in, luminescence, 24 h. Potency, µM (highest dose often 57.2 µM), inactives show at the highest dose activity change, negative = inhibition, actives largely listed as inhibitors. 140,000 tested, 0.17% active. AID 1671194;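 note: potency is the fitted concentration of half-maximal effect; plate controls were DMSO cells for no effect and cell-free wells for full effect; nearly all actives have a fitted effect of over 45% in size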
# Starred values were filed as active, the others as inactive; i = inactive; ? = inconclusive; nt = not tested or not shown; [ ] = another dose, or the depositor's remark. Unless noted, calls come from the whole dose curve; as a rule, active = well fitted curve in the direction sought with a large enough effect; inconclusive = small, poorly fitted or top-dose-only effect, or another doubt; inactive = no such curve, though single readings can be large; an effect the other way counts as inactive or inconclusive. Unless noted, % is set by controls: 0 for no effect and ±100 for the full control effect. These rows are one share of the data (hit frequency here may not be typical).
compound	3T3 cytotox	HEK293 viab	HEK293 tox	GPT2 inh	IP6K1 inhibitor	Luciferase inh	SNCA expr inhib
CCc1ccc(-c2nn(CC(=O)NC3CCCC3)c3c2cnc2ccc(C)cc23)cc1	nt	-11.2%	nt	nt	2.0	nt	2.1%
CCn1cc(-c2cc(-c3ccccc3OC)nc3c(C)noc23)cn1	?	-11.9%[87.6 µM]	?	-4.8%[88.5 µM]	9.4	-0.4%[172 µM]	-8.1%[87.6 µM]
CCCC(=O)N1CC(=O)Nc2ccc(Cl)cc2C1c1ccc(F)cc1 (stereo not drawn)	nt	-5.8%	nt	nt	-4.2	nt	7.3%
Cc1ccc([S+](=O)([O-])N2CCCC2C(=O)N2CCC3(CC2)CC(=O)Nc2ccccc2O3)cc1 (stereo not drawn)	?	6.4%	?	i	14.8	nt	-3.4%
Cc1oc(C(O)c2ccccc2)nc1C(=O)Nc1ccc2[nH]ccc2c1 (stereo not drawn)	?	1.1%[87.6 µM]	100µM*	3.8%[88.5 µM]	-9.5	50.1µM*	5.7%[87.6 µM]
CCN(CC)Cc1cnc2c(C(=O)NC(C)C(=O)N(C)C)cnn2c1 (stereo not drawn)	0.1%	-5.0%	i	i	5.7	3.7%	5.7%
Cc1noc(C)c1[S+](=O)([O-])N1CCCC(C(=O)N2CCC(c3nc4ccncc4[nH]3)CC2)C1 (stereo not drawn)	-23.8%	8.5%	-15.5%	?	2.0	nt	1.7%
CCn1nc(C)c(CN2C[C@@H](CO)[C@H](NC(=O)c3ccccc3)C2)c1C	-0.9%	-5.1%	-12.1%	i	-2.4	4.2%	2.3%
O=C(NCc1cccc(C(F)(F)F)c1)c1ccc2nnc(Cc3ccco3)n2c1	?	-6.0%	-26.3%	2.2%	-29.9*	nt	-5.8%
O=C1COCC2(CN1Cc1ccccc1)CN(C(=O)c1ccc(F)c(Cl)c1)C2	89.1µM*	-9.6%[87.6 µM]	-5.2%[172 µM]	-3.0%[88.5 µM]	3.6	1.7%[172 µM]	10.9%[87.6 µM]
O=C(NCCc1ccccc1F)c1ccc2nnc(C3CCCC3)n2c1	?	-3.7%	?	i	0.4	nt	21.6%
O=C(NC1CCN(c2ccc3nnc(-c4ccccc4)n3n2)C1)c1cccc(Cl)c1 (stereo not drawn)	-23.1%	nt	-7.5%	nt	-3.4	nt	nt
CN(Cc1ccccc1)C(=O)c1cn2ccnc(-c3ccccc3)c2n1	-26.3%	-0.8%	?	3.5%	18.3	0.6%	-0.2%
Cc1ccc(NC(=O)c2c(C)oc3ncn(C)c(=O)c23)cc1F	nt	1.7%	nt	nt	-0.6	nt	4.4%
OC(c1ccccc1)c1cn(C2CCN(Cc3cnc4ccccc4c3)CC2)nn1 (stereo not drawn)	?	-1.5%	-24.9%	4.0%	-2.1	5.4%	-17.7%
Cc1ccc(C(=O)NCCSc2c[nH]c3ccccc23)cc1C	nt	4.1%	nt	nt	-8.9	nt	-22.9%
CN1C(=O)CO[C@H]2CN(C(=O)c3ccccn3)C[C@H]21	-5.9%[230 µM]	-7.0%[87.6 µM]	i	4.9%[88.5 µM]	-7.1	-2.5%[230 µM]	-3.5%[87.6 µM]
COc1ccc(NC(=O)/C(C#N)=C/c2ccc(OCc3cc(=O)n4nc(C)sc4n3)cc2)cc1	nt	-1.9%	nt	nt	-12.7	nt	-4.9%
COc1ccc(-n2nnnc2C2CCN(S(=O)(=O)c3cc(Cl)ccc3OC)CC2)cc1	nt	-16.1%	nt	nt	-9.6	nt	?
O=C1CCC2(CCNCC2)CN1CCCNc1cccnc1	-5.4%	1.7%	i	-7.2%	-1.5	-0.4%	-21.2%
CN1CC[C@H]2COC(=O)N2c2ccccc2C1	i	-1.4%[87.6 µM]	i	-12.4%[88.5 µM]	-8.8	-0.5%[230 µM]	8.6%[87.6 µM]
O=C(c1cccnc1)N1CCCC(c2nc(C3CCOCC3)no2)C1 (stereo not drawn)	-2.7%	-7.9%	-4.0%	i	-0.1	6.3%	-18.1%
COc1ccc(S(=O)(=O)N2CCc3c(C(=O)NCc4ccccn4)cccc32)cc1	?	-9.2%	35.5µM*	i	-15.6	2.6%	-4.6%
Cc1cc(C(=O)N2CCCN(S(C)(=O)=O)C(c3ccccc3)CC(=O)NCC2)n(C)n1 (stereo not drawn)	-21.2%	-10.2%	-17.3%	-3.5%	12.1	-3.9%	-13.8%
Cc1cc(CC(C)NC(=O)c2cn(C3CCC(N)CC3)nn2)n[nH]1 (stereo not drawn)	-0.6%	-7.0%	-26.0%	2.7%	9.6	-12.4%	7.9%
O=C1CCN(C2CCN(Cc3nc(COc4ccccc4)no3)CC2)CCN1	-1.5%	-0.9%	-17.1%	?	-1.6	0.0%	25.1%
CC(C)[C@@H]1C[C@@H]2C[C@@H](Nc3ccccn3)C[C@]2(c2ccccc2)CO1	?	nt	?	nt	4.3	nt	nt
COc1cccc(-c2nc(CS(=O)(=O)CC(=O)NCc3cccc(Cl)c3)c(C)o2)c1	nt	-6.6%	nt	nt	19.9	nt	-6.3%
CCC(=O)Nc1cccc(-c2cn3c(C)csc3n2)c1	nt	-4.8%	nt	nt	18.0	nt	46.2%[activator]
Cc1cnc(C2CC2)n1C1CCCN(S(=O)(=O)c2cccc(F)c2)C1 (stereo not drawn)	-25.9%	8.7%	-29.5%	-23.3%	13.4	0.8%	17.3%
CCCS(=O)(=O)N1CCc2c(sc3ncnc(N(C)C)c23)C1	-16.6%	-11.9%	-10.0%	-8.1%	-7.9	-0.2%	-28.9%
COc1ccccc1NC(=O)C1=C(C)Nc2nc(SCc3cccc(F)c3)nn2C1c1ccc(C(=O)O)cc1 (stereo not drawn)	nt	8.9%	nt	nt	2.1	nt	15.6%
COc1ccc(NS(=O)(=O)c2ccc3c(c2)CCCN3C(=O)C2CCC2)cc1OC	nt	-18.0%	nt	nt	28.9	nt	?
C=CCC1(C(=O)O)CCCN(Cc2cn[nH]c2C(=O)O)C1 (stereo not drawn)	0.7%	9.2%	0.6%	-4.9%	-3.5	7.5%	5.3%
COc1ccc(C)cc1NC(=O)Cn1c(=O)oc2cc(S(=O)(=O)N3CCCCC3)ccc21	nt	-6.3%	nt	nt	21.2	nt	0.1%
CCn1ncc(CN2CCn3c(nnc3[C@@H]3C[C@@H](O)CN3Cc3cccnc3)C2)c1C	-8.8%	4.2%[12.5 µM]	-0.3%	i	15.7	1.6%	13.1%
COc1ccc(CN2CCC23Cc2ccccc2NC3=O)cc1 (stereo not drawn)	?	2.7%[87.6 µM]	?	1.5%[88.5 µM]	-6.9	-4.3%[172 µM]	5.5%[87.6 µM]
CN1c2cc(C(=O)Nc3cc(F)cc(F)c3)ccc2C(=O)N2CCCCCC21 (stereo not drawn)	?	-1.4%[12.5 µM]	?	i	-18.2	?	113.0%[activator]
Cc1ccc(C2Cn3nnc(-c4noc(-c5cccs5)n4)c3CO2)cc1 (stereo not drawn)	-2.5%	7.2%	-2.3%	-26.6%	-11.6	-5.1%	27.1%
CN(C)S(=O)(=O)N(CC(=O)NCCSCc1ccccc1Cl)c1ccccc1	nt	1.7%	nt	nt	-13.1	nt	-20.8%

# Grouped by structure: the entries above with a Cl atom
compound	3T3 cytotox	HEK293 viab	HEK293 tox	GPT2 inh	IP6K1 inhibitor	Luciferase inh	SNCA expr inhib
CCCC(=O)N1CC(=O)Nc2ccc(Cl)cc2C1c1ccc(F)cc1 (stereo not drawn)	nt	-5.8%	nt	nt	-4.2	nt	7.3%
O=C1COCC2(CN1Cc1ccccc1)CN(C(=O)c1ccc(F)c(Cl)c1)C2	89.1µM*	-9.6%[87.6 µM]	-5.2%[172 µM]	-3.0%[88.5 µM]	3.6	1.7%[172 µM]	10.9%[87.6 µM]
O=C(NC1CCN(c2ccc3nnc(-c4ccccc4)n3n2)C1)c1cccc(Cl)c1 (stereo not drawn)	-23.1%	nt	-7.5%	nt	-3.4	nt	nt
COc1ccc(-n2nnnc2C2CCN(S(=O)(=O)c3cc(Cl)ccc3OC)CC2)cc1	nt	-16.1%	nt	nt	-9.6	nt	?
COc1cccc(-c2nc(CS(=O)(=O)CC(=O)NCc3cccc(Cl)c3)c(C)o2)c1	nt	-6.6%	nt	nt	19.9	nt	-6.3%
CN(C)S(=O)(=O)N(CC(=O)NCCSCc1ccccc1Cl)c1ccccc1	nt	1.7%	nt	nt	-13.1	nt	-20.8%

# Other structures.
compound	3T3 cytotox	HEK293 viab	HEK293 tox	GPT2 inh	IP6K1 inhibitor	Luciferase inh	SNCA expr inhib
CCN1C(=O)C2CC3(CCN(C(=O)c4cc(C)n(C)n4)CC3)CN2C1=O (stereo not drawn)	-23.2%	3.3%	-22.8%	i	12.1	-3.8%	3.8%
O=C(NCc1cccnc1)[C@@H]1C[C@@H](O)CN1C1CCN(C(=O)c2ccsc2)CC1	-1.6%	4.1%	i	3.5%	25.6	0.0%	1.3%
CC(C)CC(=O)N1CCc2nnc([C@@H]3C[C@@H](O)CN3C(C)C)n2CC1	-16.9%	4.5%	-3.5%	i	6.7	0.2%	-11.0%
CC(C)c1ccc(CN(Cc2ccco2)c2cnc(S(C)(=O)=O)nc2C(=O)Nc2ccc(F)cc2)cc1	nt	1.4%	nt	nt	11.7	nt	-10.3%
CN1c2cc(C(=O)N3CCC(C(N)=O)(N4CCCCC4)CC3)ccc2C(=O)N2CCCC21 (stereo not drawn)	i	2.5%[12.5 µM]	0.0%	i	13.0	-6.5%	-6.2%
Cn1nc(C2CCN([S+](=O)([O-])c3cccc(C(F)(F)F)c3)CC2)[nH]c1=O	-17.6%	12.8%	i	4.5%	0.6	10.0%	36.1%[activator]
CCOc1ccc(C2C(C(N)=O)=C(C)Nc3nc(-c4ccc(OC)cc4)nn32)cc1 (stereo not drawn)	nt	-5.8%	nt	nt	2.8	nt	4.9%
CC(C)c1ccc(CN2CCC3(CC2)COCCN3C(=O)OCc2ccccc2)cc1	35.5µM*	?	50.1µM*	i	-2.0	-1.6%[172 µM]	1.1%[87.6 µM]
COc1ccc(CCc2nc3nccc(-c4ccc(F)cc4)n3n2)cc1OC	-17.6%	20.9%	?	1.0%	6.2	-13.6%	2.1%
COc1cccc(C(=O)N2CCCN(c3ccc4nnc(-c5ccccc5)n4n3)CC2)c1	?	nt	-25.4%	nt	7.6	nt	nt
COc1ccc(NC(=O)C2CC(=O)N(c3n[nH]c4cccc(F)c34)C2)cc1Cl (stereo not drawn)	i	2.6%	1.4%	-9.9%	-5.7	-1.0%	-13.5%

# Source: PubChem
